# Bioassay records: PubChem BioAssay, NCI
# NCI-60 one-dose screen, 48 h, at 10 µM unless noted. Numbers give growth in % (100 = growth as untreated, 0 = no growth, -100 = all killed).
# MALME-3M: MALME-3M melanoma; 78,000 compounds, 5.8% hits; AID 1794766
# SK-MEL-5: SK-MEL-5 melanoma; 80,000 compounds, 6.4% hits; AID 1794755
# SK-MEL-2: SK-MEL-2 melanoma. 77,000 compounds, 4.7% hits
# M14: M14 melanoma; 80,000 compounds, 6.2% hits; AID 1794745
# UACC-62: UACC-62 melanoma. 81,000 compounds, 5.4% hits. AID 1794756
# MDA-MB-435: MDA-MB-435 melanoma. 82,000 compounds, 7.8% hits
# UACC-257: UACC-257 melanoma; AID 1794764; 78,000 compounds, 4.4% hits
# SK-MEL-28: SK-MEL-28 melanoma. 81,000 compounds, 4.1% hits
# An asterisk follows results filed as active; x = not tested or not shown; & = joins results of further samples; [ ] = dose if it differs, or a comment. The calls were made as follows: active = growth percent below 10; inactive = the rest.
SMILES,MALME-3M,SK-MEL-5,SK-MEL-2,M14,UACC-62,MDA-MB-435,UACC-257,SK-MEL-28
CCS(=O)(=O)c1ccc(C(=O)NN)cc1,100.7&109.8,100.1&108.1,102.4&101.2,104.7&97.9,100.9&90.5,101.8&102.0,99.3,104.1&107.6
Cc1ccc(S(=O)(=O)Oc2ccc(-c3ccc(Br)cc3)cc2)cc1,123.7,59.0,102.4,103.9,83.7,111.9,103.8,100.9
COc1ccc(C(=O)Cn2c(=O)cc(C#N)c3c4cccnc4ccc32)cc1,94.8,97.9,112.6,99.2,97.7,102.3,87.7,107.5
CC(=O)Nc1ccc2c(c1)/C(=C/C=C/c1ccc(N(C)C)cc1)c1ccccc1-2,125.4,105.6,74.7,82.9,89.0,94.7,x,103.7
O=C(CSc1nnc2sc(Nc3cccc(Cl)c3)nn12)c1ccc(F)cc1,116.1,98.5,102.5,96.0,82.7,100.5,102.1,104.4
CC(C)c1ccc(C(=O)Nc2sc3c(c2C(N)=O)CCC(=O)C3=O)cc1,103.0,99.1,98.8,96.3,94.3,91.4,93.8,110.0
O=S(=O)(N/N=C/c1ccc(O)cc1O)c1cc(Cl)c(Cl)cc1Cl,x,113.3,96.4,117.0,107.3,124.4,109.0,118.2
O=C(O)C(O)c1cccc2ccccc12 (centres undefined),96.8,100.6,100.2,98.3,91.9,102.2,102.3,110.1
C=CCNC(=S)/N=C\c1c(C)[nH]n(-c2ccccc2)c1=O,98.5,99.0,94.7,99.7,91.4,106.7,102.2,112.1
COc1ccc(S(=O)(=O)NCCCNc2cc(-c3c(-c4cccc(OC)c4)nc4sccn34)ccn2)cc1,66.1,-10.9*,53.3,45.0,20.4,44.4,53.3,65.5
CC(C)N1C(=O)C(C2SC(=S)N(C(C)C)C2=O)SC1=S (centres undefined),85.0,91.3,99.2,94.1,92.3,100.1,83.9,96.6
O=C(O)CCNC(=O)CSc1nnc(-c2ccc(NC(=O)c3cccnc3)cc2)o1,109.2,99.7,107.8,101.3,106.4,113.3,99.2,110.9
Cc1[nH]c(-c2nc3ccccc3[nH]2)c(C)c1C(=O)NNc1ccccc1,98.7,102.5,100.7,102.2,96.3,98.6,99.7,102.5
Nc1nc(Cl)cc(-c2ccccc2)n1,100.6,100.0,101.1,100.7,92.5,100.2,108.8,104.0
CCOC(=O)C1=NN(c2ccccc2)C(=O)/C1=C/N1C(=O)/C(=C/c2ccc([N+](=O)[O-])cc2)SC1=S,x,81.2,95.2,93.4,79.9,95.4,70.8,102.4
C=C(C)[C@@H]1CC[C@]2(COC(C)=O)CC[C@]3(C)[C@H](CC[C@@H]4[C@@]5(C)CC[C@H](OC(=O)c6cccc(OC(C)=O)c6OC(C)=O)C(C)(C)[C@@H]5CC[C@]43C)[C@@H]12,111.5,101.8,97.7,103.3,96.8,104.3,92.8,107.5
COc1ccc(C(=O)CSc2cc[o+]cc2)cc1,103.2,99.0,103.8,102.6,102.7,111.6,101.5,93.9
CCOC(=O)/C=C/c1ccc([N+](=O)[O-])cc1,101.7,99.9&98.7,118.9&103.6,107.0&102.1,102.7,100.9&97.8,95.5,113.3&114.8
NCCNc1nc2c3c(sc2c(=O)[nH]1)CCCC3,111.8,98.0,105.5,104.3,102.8,115.1,x,121.9
COc1ccc([C@H]2c3[nH]c4ccccc4c3C[C@H]3C(=O)N(CCCCCCC(=O)NO)CC(=O)N23)c(OC)c1,49.2,58.1,95.9,74.2,38.7,74.2,58.5,79.0
CN(C)c1ccc(-c2nc(SCC(=O)N3CCN(c4cc5c(cc4F)c(=O)c(C(=O)O)cn5C4CC4)CC3)nc(Cl)c2C#N)cc1,101.4,99.8,99.4,103.0,99.0,103.8,101.1,100.7
OCC1OC(c2ccc(OCc3ccccc3)cc2OCc2ccccc2)C(O)C1O (centres undefined),98.3,97.2,103.2,104.5,99.1,101.0,107.3,109.2
CCc1ccc(-c2cc(/C=N\O)no2)cc1,94.8,94.8,116.4,96.9,96.1,100.4,103.7,102.9
COc1cc2cc(CNc3ccc(Nc4nccc(-c5ccc6ccccc6c5)n4)cc3)c(=O)[nH]c2cc1OC,103.4,96.1,91.1,95.9,95.5,81.0,97.2,97.8
O=c1[nH]c2ccc(Oc3ncccn3)cc2c(=O)n1Cc1cccc(NS(=O)(=O)c2cccc(F)c2)c1,98.4,98.7,80.8,89.1,73.6,96.9,77.8,94.5
O=[N+]([O-])c1ccc(Nc2ccccc2N=Cc2c(O)ccc3ccccc23)c2nonc12,101.8,97.0,98.6,99.6,88.8,104.6,100.3,110.5
O=C1CCC(NCc2ccc(Cl)cc2)N1 (centres undefined),97.1,90.2,102.4,97.1,95.5,104.3,95.9,107.9
Cc1cc(C)cc(N)c1,130.4,107.7,88.9,102.9,102.6,104.3,102.8,115.2
O=[N+]([O-])c1ccc(NS(=O)(=O)c2cc(Cl)ccc2Cl)c2ccccc12,43.2,14.0,18.7,45.4,17.1,52.3,33.7,35.4
CC(C)CC(NC(=O)c1c(Cl)ccc(Cl)c1Cl)C(=O)O (centres undefined),95.1,99.9,103.8,87.6,106.1,101.2,112.7,98.6
CCCC(CCC)Oc1ccc(CCCC2=C(O)c3ccccc3C(=O)C2=O)cc1,57.0,13.1,27.7,x,30.4,37.4,40.5,59.2
[C-]#[N+]c1c(-c2ccc(OC)c(OC)c2)cc(-c2ccc(Cl)c(Cl)c2)nc1N,108.4,x,x,107.4,92.6,100.6,92.8,111.6
COc1cc(/C=C/C(=O)Nc2ccc3c(c2)/C(=C\c2cccn2C)C(=O)N3)cc(OC)c1OC,x,18.2,25.1,49.5,x,59.9,62.0,63.1
O=C(CSc1nnc2n(Cc3ccccc3)c(=O)c3c4c(sc3n12)CCCC4)N1CCN(c2ccccc2)CC1,87.5,99.9,95.8,95.7,98.2,108.6,96.4,103.1
Cc1ccc(/C=C(/C#N)c2nc3ccccc3s2)cc1,114.5,100.1,93.5,97.1,85.5,101.0,100.0,107.3
S=CN1CCCCC1,x,104.5,123.6,106.1,106.0,102.9,91.8,103.0
O=C(O)C1=C2C(=O)Nc3cccc(c32)C2(C1)C(=O)Nc1ccccc12 (centres undefined),99.1,95.8,138.8,112.7,101.0,110.1,102.6,93.6
COc1ccccc1NC(=O)N=Nc1c(O)[nH]c2ccccc12,95.8,94.1,100.0,95.1,79.2,91.0,89.0,103.8
O=C(Cn1c(=O)[nH]c2ccccc2c1=O)N1CCOCC1,98.0,51.5,94.6,91.0,87.5,104.7,108.9,106.3
Cc1onc(-c2ccccc2Cl)c1C(=O)Cl,109.2,106.4,113.2,107.9,99.0,95.3,102.8,92.6
S=c1[nH]nc(Nc2cccc3ccccc23)s1,x,97.9,117.3,100.0,79.6,117.9,92.6,99.5
O=C(C(c1ccccc1)C(O)(c1ccccc1)c1ccccc1)N1CCOCC1 (centres undefined),102.7,103.0,98.2,85.9,91.8,114.8,103.5,106.3
Oc1ccc(-c2nnc(Nc3ccc(C(F)(F)F)cc3)o2)cc1,101.7,99.2,94.1,110.6,88.4,108.5,69.7,111.8
O=C(O)c1cc(I)ccc1I,104.0,101.8,94.3,101.4,100.4,99.4,111.0,103.5
COc1ccccc1-[n+]1cc(-c2ccc(-c3ccc(S(C)(=O)=O)cc3)cc2)n2c1CCCCC2,78.3,76.1,104.7,98.7,72.3,95.5,56.9,90.8

# Single entries from the entries so far:
# Under UACC-62, [C-]#[N+]c1c(-c2ccc(OC)c(OC)c2)cc(-c2ccc(Cl)c(Cl)c2)nc1N is entered as 92.6
# Under SK-MEL-28, O=C(CSc1nnc2n(Cc3ccccc3)c(=O)c3c4c(sc3n12)CCCC4)N1CCN(c2ccccc2)CC1 is entered as 103.1
# Under UACC-257, Oc1ccc(-c2nnc(Nc3ccc(C(F)(F)F)cc3)o2)cc1 is entered as 69.7
# Under SK-MEL-28, O=C(C(c1ccccc1)C(O)(c1ccccc1)c1ccccc1)N1CCOCC1 (centres undefined) is entered as 106.3

# Carrying on:
SMILES,MALME-3M,SK-MEL-5,SK-MEL-2,M14,UACC-62,MDA-MB-435,UACC-257,SK-MEL-28
CCOC(=O)C1=C(C(=O)c2cccc3ccccc23)C(c2ccccc2[N+](=O)[O-])C(C(=O)c2cccc3ccccc23)=C(C(=O)OCC)N1,74.6,93.0,108.1,92.6,71.6,101.8,103.3,100.7
CC1(C)NCCC[C@]2(C)[C@H]3C=CC4=C5C[C@](C)(CO)CC[C@]5(C)CC[C@@]4(C)[C@]3(C)CC[C@@H]12,-82.6*[100 µM],-91.5*[100 µM],-84.9*[100 µM],-82.1*[100 µM],-94.3*[100 µM],-95.6*[100 µM],-80.5*[100 µM],-97.3*[100 µM]
O=C(O)c1ccc(-n2cc(CNc3ccc(F)cc3)c(-c3cc(C(F)(F)F)cc(C(F)(F)F)c3)n2)cc1,74.9,86.0,88.5,70.8,69.8,71.1,85.8,79.3
O=[N+]([O-])c1ccc(N2CCOCC2)c([N+](=O)[O-])c1,137.7,98.6,108.4,104.6,104.6,104.1,106.3,x
C[C@@H](Oc1cc(-c2cnn(C3CC4(CCNCC4)C3)c2)cnc1N)c1c(F)ccc(Cl)c1Cl,-67.6*,x,-65.5*,-75.5*,-88.1*,-70.4*,-89.5*,-83.4*
CC(=O)Nc1cscc1NC(C)=O,88.4,99.3,139.1,104.1,93.7,89.1,103.7,104.2
CCOC(=O)CC1c2nc3ccccc3cc2CN1C(=O)OCC (centres undefined),111.0,104.1,124.6,99.3,92.3,95.9,95.0,101.2
CSC(NC(=O)c1ccccc1)=C(C#N)C#N,95.9,93.8,110.5,101.4,97.2,100.4,103.3,97.9
CC1=NN(C(N)=S)C(c2ccc(N(C)C)cc2)C1 (centres undefined),106.4,87.2,122.4,90.7,103.2,86.6,117.6,109.7
O=Cc1ccc(C(=O)O)cc1,115.9,95.0,99.4,104.1,87.9,108.8,92.6,102.2
Fc1ccc(-c2cnc3nonc3n2)cc1,97.7,94.0,103.0,101.0,77.3,102.9,78.1,91.3
COc1ccc(-c2cc(-c3cccnc3)nc(S(=O)(=O)CC(=O)Nc3ccc(C)cc3)c2C#N)cc1OC,94.7,72.0,x,111.0,99.4,98.6,104.0,101.7
O=C(NCc1ccccc1)c1ccc([N+](=O)[O-])cc1,115.3,99.1,x,105.1,96.3,101.7,x,102.0
COc1ccc(Nc2ncccc2NC(=O)c2cn(Cc3cc(OC)c(OC)c(OC)c3)nn2)c(OC)c1,91.3,97.3,111.4,104.3,96.1,106.9,105.1,117.4
COc1cc2nc(CCC(=O)Nc3cc(Cl)cc(Cl)c3)c(CC(=O)Nc3cc(Cl)cc(Cl)c3)cc2c(OC)c1OC,96.0,96.9,x,97.5,97.3,99.5,98.4,101.1

# Overlap with the part before: 3 compounds, followed by the next part.
SMILES,MALME-3M,SK-MEL-5,SK-MEL-2,M14,UACC-62,MDA-MB-435,UACC-257,SK-MEL-28
O=C(NCc1ccccc1)c1ccc([N+](=O)[O-])cc1,115.3,99.1,x,105.1,96.3,101.7,x,102.0
COc1ccc(Nc2ncccc2NC(=O)c2cn(Cc3cc(OC)c(OC)c(OC)c3)nn2)c(OC)c1,91.3,97.3,111.4,104.3,96.1,106.9,105.1,117.4
COc1cc2nc(CCC(=O)Nc3cc(Cl)cc(Cl)c3)c(CC(=O)Nc3cc(Cl)cc(Cl)c3)cc2c(OC)c1OC,96.0,96.9,x,97.5,97.3,99.5,98.4,101.1
CCCCCCN(CCCCCC)C(C)=O,102.2,107.9,106.4,108.8,111.4,98.1,105.0,113.9
COc1cc2c(cc1OC)C(=O)/C(=C/C=C/c1c(C3CC3)nc3ccccc3c1-c1ccc(F)cc1)C2,106.9,99.2,101.5,103.9,96.6,103.3,92.0,111.9
O=C(CC(O)(c1ccccc1)c1ccccc1)Nc1ccccn1,102.1,102.4,100.9,95.4,90.1,104.2,105.1,99.3
C[C@]12ON=C(c3ccc(Cl)cc3)N1CCc1sccc12,98.8,x,x,101.6,88.8,103.2,103.7,109.7
COc1nc(OC)nc(-c2cnc3cc(N(C)C)ccc3c2)n1,90.6,99.8,102.7,98.3,95.4,106.7,107.5,110.4
Cc1ccccc1CNc1ncnc2[nH]ncc12,114.4,105.7,x,102.6,97.8,90.3,106.8,136.4
O=C1NC(=O)C2(CCCCC2C2CCCCC2)N1 (centres undefined),101.6,101.4&110.5,122.0&104.4,99.0&103.2,102.0&96.2,100.9&116.0,103.0&104.9,105.0&103.3
Cc1nc(N)ncc1CCC1OCCO1,101.9,101.7,95.0,106.5,98.2,104.0,104.1,112.1
CCCN1CC(C(=O)OCC)C(=O)C1=O (centres undefined),102.5,101.7,118.7,99.4,100.6,106.9,100.0,106.8
CC(=O)OCCNc1ccccc1,106.5,101.2,123.4,95.0,100.9,107.2,111.0,101.8
C(#Cc1ccccc1)COCC1CO1 (centres undefined),102.5,107.7,96.7,97.2,84.6,92.8,102.0,116.6
C=CC(C)(O)CC/C=C(\CO)C(=O)OCC1OC(OC(=O)[C@]23CCC(C)(C)C[C@H]2C2=CC[C@@H]4[C@@]5(C)CC[C@H](OC6OC(COC7OC(C)C(O)C(O)C7OC7OCC(O)C(O)C7O)C(O)C(O)C6NC(C)=O)C(C)(C)[C@@H]5CC[C@@]4(C)[C@]2(C)C[C@H]3O)C(OC2OCC(O)(CO)C2O)C(O)C1O (some centres undefined),94.2,97.3,20.5,100.6,117.7,107.9,100.1,116.6
Clc1ccc(SCCSc2ccc(Cl)cc2)cc1,104.9,102.1,106.4,100.0,96.9,102.3,112.9,105.5

# Only SK-MEL-28 and SK-MEL-2, for some of the entries so far:
SMILES | SK-MEL-28 | SK-MEL-2
C=CC(C)(O)CC/C=C(\CO)C(=O)OCC1OC(OC(=O)[C@]23CCC(C)(C)C[C@H]2C2=CC[C@@H]4[C@@]5(C)CC[C@H](OC6OC(COC7OC(C)C(O)C(O)C7OC7OCC(O)C(O)C7O)C(O)C(O)C6NC(C)=O)C(C)(C)[C@@H]5CC[C@@]4(C)[C@]2(C)C[C@H]3O)C(OC2OCC(O)(CO)C2O)C(O)C1O (some centres undefined) | 116.6 | 20.5
O=C(CC(O)(c1ccccc1)c1ccccc1)Nc1ccccn1 | 99.3 | 100.9
